Source: PubChem (Sanford-Burnham Center for Chemical Genomics)
Jurkat NFkB inh = inhibitors of the PMA/ionomycin-induced NF-kB reporter in Jurkat cells. inhibition, % at 4 µM. PMA/ionomycin-induced NF-kB luciferase reporter, luminescence. 330,000 tested, 0.53% active. AID 435003; in the data active means inhibition above about 50%
Mdm2-MdmX inh = human Mdm2/MdmX binding inhibition; SaOS-2 split-luciferase Mdm2/MdmX complementation, luminescence; 330,000 tested, 3% active; inhibition, % at 8 µM; O15151+Q00987; AID 485346;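 active means inhibition of at least 50% at 8 µM in the primary screen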
Target sequence (O15151 whole entry, looked up): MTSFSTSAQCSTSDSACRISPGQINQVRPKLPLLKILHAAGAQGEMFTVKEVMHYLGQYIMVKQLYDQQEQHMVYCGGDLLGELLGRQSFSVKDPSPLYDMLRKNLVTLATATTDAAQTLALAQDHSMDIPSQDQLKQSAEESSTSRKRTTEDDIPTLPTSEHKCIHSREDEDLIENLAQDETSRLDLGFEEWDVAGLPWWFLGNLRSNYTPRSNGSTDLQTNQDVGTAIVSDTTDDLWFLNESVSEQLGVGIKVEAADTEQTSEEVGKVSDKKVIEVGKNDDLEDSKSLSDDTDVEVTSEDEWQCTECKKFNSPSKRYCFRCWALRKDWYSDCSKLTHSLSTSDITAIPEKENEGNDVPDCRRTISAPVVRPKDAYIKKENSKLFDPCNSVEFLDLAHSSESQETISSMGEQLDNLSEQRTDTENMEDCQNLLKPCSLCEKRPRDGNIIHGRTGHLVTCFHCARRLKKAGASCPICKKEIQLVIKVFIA
Target sequence (Q00987 whole entry, looked up): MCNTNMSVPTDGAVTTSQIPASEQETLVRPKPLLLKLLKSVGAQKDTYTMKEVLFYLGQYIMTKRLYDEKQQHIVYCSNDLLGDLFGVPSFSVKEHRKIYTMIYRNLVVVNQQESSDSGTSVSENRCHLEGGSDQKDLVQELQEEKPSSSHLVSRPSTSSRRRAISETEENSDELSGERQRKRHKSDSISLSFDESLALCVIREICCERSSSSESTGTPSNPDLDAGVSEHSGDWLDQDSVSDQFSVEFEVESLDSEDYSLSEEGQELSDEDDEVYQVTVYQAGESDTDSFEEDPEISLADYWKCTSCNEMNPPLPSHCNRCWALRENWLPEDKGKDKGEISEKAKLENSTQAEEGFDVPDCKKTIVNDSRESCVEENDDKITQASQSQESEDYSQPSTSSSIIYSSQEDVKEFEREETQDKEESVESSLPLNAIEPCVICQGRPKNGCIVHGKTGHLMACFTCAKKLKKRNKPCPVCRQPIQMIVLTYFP
697 NFkB inh = inhibitors of the PMA/ionomycin-induced NF-kB reporter in 697 B cells; 697 B-cell NF-kB luciferase reporter, 16 h; inhibition, % at 4 µM; 330,000 tested, 0.33% active; AID 435022; in the data active means inhibition above about 35%
UPR XBP1 act = activators of adaptive arm of unfolded protein response (XBP1) | AID 463104 | activation, % at 20 µM | 330,000 tested, 0.33% active | CHO-XBP1 luciferase reporter, IRE1-XBP1 UPR activation, luminescence; percent of tunicamycin response, DMSO as zero;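 active means versus positive control, 20 µM dose yields 30% or more activation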;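 further: 100% = tunicamycin at 10 µg/mL and 0% = DMSO only wells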
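Assay system: CHO-XBP1 luciferase reporter cells; Schedule: 6 h treatment, 37 °C; Detection: glow luminescence from Steady-Glo reagent; Benchmarks: high control tunicamycin 10 µg/mL final, low control DMSO vehicle only.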
UPR CHOP act = apoptotic UPR (CHOP) activation; CHO-CHOP luciferase reporter, luminescence; percent of tunicamycin response over DMSO baseline; activation, % at 10 µM; 330,000 tested, 0.34% active;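 active means at 10 µM dose, activation of 40% or more, normalized to positive control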;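 further: 100% = tunicamycin at 10 µg/mL and 0% = DMSO alone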
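System: CHO-CHOP luciferase reporter cell line | Buffer or medium: F12 medium containing 10% fetal bovine serum | Doses: One dose, 10 µM in 0.5% DMSO | Times: 6 h compound exposure at 37 °C after overnight seeding | Signal: Luciferase luminescence | Read-out: % activation vs tunicamycin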
tim10-1 inh = growth inhibitors of tim10-1 mutant yeast | S. cerevisiae tim10-1 ts strain growth, BacTiter-Glo, 24 h | inhibition, % at 20 µM | 330,000 tested, 2.2% active | AID 463190;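 active means inhibition of at least 40%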;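 further: mutant grown at 25 °C; 0% = DMSO wells with yeast and 100% = wells holding no yeast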
tim23-1 inh = tim23-1 yeast growth inhibition | S. cerevisiae tim23-1 growth, BacTiter-Glo luminescence, 24 h | inhibition, % at 20 µM | 330,000 tested, 1.3% active | AID 463212;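 active means growth inhibition of the mutant yeast at or above 50%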;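 further: temperature-sensitive mutant grown at 25 °C; plate controls were DMSO-treated mutant yeast for no effect and medium wells lacking yeast for full effect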
TIM10 inh = inhibits growth of TIM10 yeast strain. S. cerevisiae TIM10 strain growth, BacTiter-Glo luminescence, 24 h. inhibition, % at 10 µM. 330,000 tested, 1.4% active;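 active means inhibition of 40% or more at the single tested concentration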;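 further: wild-type TIM10 isogenic control strain grown at permissive 25 °C; 0% = DMSO yeast wells and 100% = minimal medium wells without yeast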
Numbers without * were called inactive.

#1 O=C(CN1CCC(Cc2ccccc2)CC1)NC(=O)NCc1ccco1
#2 CCC(C)C(=O)NCCc1ccc(S(N)(=O)=O)cc1 (stereo not drawn)
#3 CN(C)S(=O)(=O)c1ccc(C(=O)Nc2ccccc2C(=O)O)cc1
#4 COc1cc2[nH]c(C(=O)N3CCN(c4ccccc4F)CC3)cc2c(OC)c1OC
#5 O=C1N[C@@H](Cc2ccccc2)COC(=O)[C@H](Cc2ccc(F)cc2)CC/C=C/C[C@@H]1CC(=O)N(CCO)Cc1ccccc1
#6 NC(=O)c1ccccc1OCCOCCOCCOc1ccccc1C(N)=O
#7 COc1ccccc1-n1c(CNc2ccc(F)cc2)nnc1SCC(=O)Nc1cc(C)on1
#8 COc1cccc2c1oc1c(SCc3nc4ccccc4[nH]3)nc(C)nc12

assay / compound,1,2,3,4,5,6,7,8
Mdm2-MdmX inh,3,2,21,11,25,15,-7,6
UPR XBP1 act,2,-3,0,2,-2,-1,8,15
tim23-1 inh,1,0,4,51*,18,-6,7,35
tim10-1 inh,7,2,6,37,1,0,10,19
TIM10 inh,3,3,8,24,8,1,-13,2
697 NFkB inh,0,9,20,18,22,21,15,2
Jurkat NFkB inh,2,8,-1,-6,2,7,-9,11
UPR CHOP act,1.0,1.6,-1.6,-0.6,1.6,-0.2,-0.9,1.6

#9 OC(CN1CCCC1)Cn1ccc2ccccc21 (stereo not drawn)
#10 CCN(CCn1cccn1)C(=O)CCc1nnc(-c2ccc3c(c2)OCO3)o1
#11 CC(C)(C)C1=C(C#N)C(c2ccncc2)C(C#N)=C(N)O1 (stereo not drawn)
#12 COc1ccc(OC)c(CN2CCC(C(=O)N3CCN(c4ccccc4F)CC3)CC2)c1
#13 CCOCCn1c(CN2CCOCC2)nc2c1c(=O)[nH]c(=O)n2C
#14 Cc1cccc2c1-c1sc(C(=O)NCCCN3CCC(C)CC3)cc1CO2
#15 CCCC(=O)N/C(N)=N/c1nc(C)c2ccccc2n1
#16 COc1cc(NC(=O)[C@H]2CCCN2S(=O)(=O)c2cccc3cccnc23)cc(OC)c1OC

assay / compound,9,10,11,12,13,14,15,16
Mdm2-MdmX inh,17,-21,14,-6,17,57*,32,14
UPR XBP1 act,1,1,-1,-1,3,-2,2,-4
tim23-1 inh,-6,14,4,5,-11,-16,24,5
tim10-1 inh,-10,8,14,-1,-25,6,3,-17
TIM10 inh,8,-1,-18,-2,-5,3,7,-1
697 NFkB inh,10,11,6,4,3,10,-38,7
Jurkat NFkB inh,0,-6,6,5,9,7,-27,18
UPR CHOP act,-1.7,3.3,1.0,0.7,0.5,3.9,1.5,0.2

Next part; the last 4 above are carried over.
#13 CCOCCn1c(CN2CCOCC2)nc2c1c(=O)[nH]c(=O)n2C
#14 Cc1cccc2c1-c1sc(C(=O)NCCCN3CCC(C)CC3)cc1CO2
#15 CCCC(=O)N/C(N)=N/c1nc(C)c2ccccc2n1
#16 COc1cc(NC(=O)[C@H]2CCCN2S(=O)(=O)c2cccc3cccnc23)cc(OC)c1OC
#17 COc1cc(C(=O)OCC(=O)c2cc(C)n(C)c2C)cc(NC(=O)c2ccco2)c1OC
#18 Clc1ccc(C2CSc3c4ncnc-4ncn32)cc1 (stereo not drawn)
#19 O=C1C(Cc2ccc(F)cc2)SC(=Nc2ccccc2)N1c1ccccc1 (stereo not drawn)
#20 CCCNC(=O)C(=O)Nc1ccc(N(C)C)cc1
#21 COc1ccc2c(c1)C(c1cccs1)=NNC(c1ccncc1)=N2
#22 COc1ccc(NC(=S)Nc2cc(-c3ccccc3)[nH]n2)cc1Cl
#23 O=C(CN1CCCCC1)N/N=C/c1cccc(C(F)(F)F)c1
#24 CCc1ccc(NC(=O)C(C)OC(=O)CN2C(=O)NC3(CCCC3)C2=O)cc1 (stereo not drawn)

assay / compound,13,14,15,16,17,18,19,20,21,22,23,24
Mdm2-MdmX inh,17,57*,32,14,74*,-18,-7,-5,8,9,16,17
UPR XBP1 act,3,-2,2,-4,14,2,1,-1,-1,1,-4,0
tim23-1 inh,-11,-16,24,5,-25,1,17,8,28,14,2,-3
tim10-1 inh,-25,6,3,-17,8,12,40,-1,-13,20,-4,-13
TIM10 inh,-5,3,7,-1,-2,7,-8,0,14,3,-3,-6
697 NFkB inh,3,10,-38,7,-6,2,-46,-32,26,-1,20,8
Jurkat NFkB inh,9,7,-27,18,22,-6,9,-35,-7,-17,24,-6
UPR CHOP act,0.5,3.9,1.5,0.2,20,0.2,-0.1,4.3,0.4,-0.2,-0.5,0.0

#25 CC(C)Nc1nc(Cl)nc(Nc2ccccc2)n1
#26 CS(=O)(=O)NCc1nnc(SCc2c(F)cccc2Cl)o1
#27 COc1ccc(NC(=O)C2CCCN2C(=O)Oc2ccccc2)cc1 (stereo not drawn)
#28 O=C(NC1CCCCC1)N1CCN(c2ccccc2)CC1
#29 Cn1c(=O)oc2cc(S(=O)(=O)Nc3cccc(C(=O)O)c3)ccc21
#30 CNC(=S)NNC(=O)Cc1ccc(OC)c(OC)c1
#31 NS(=O)(=O)c1ccc(CCNS(=O)(=O)c2ccc(Cl)s2)cc1
#32 Cc1cc(Cl)c(S(=O)(=O)NC2CCCC2)cc1OCC(N)=O

assay / compound,25,26,27,28,29,30,31,32
Mdm2-MdmX inh,-18,16,18,14,5,14,-2,14
UPR XBP1 act,3,1,-4,-3,0,-3,0,-3
tim23-1 inh,16,3,9,9,15,13,13,0
tim10-1 inh,1,6,-1,12,0,1,12,-13
TIM10 inh,1,-17,2,-6,-13,-2,1,-5
697 NFkB inh,-48,14,16,-16,-12,4,13,-22
Jurkat NFkB inh,-42,-1,2,-9,-14,-17,20,3
UPR CHOP act,3.6,-0.1,-1.2,2.3,1.8,-3.5,2.1,0.1

#33 Cc1c(C(=O)Nc2ccc(F)cc2)oc2ccc(S(=O)(=O)N3CC(C)CC(C)C3)cc12 (stereo not drawn)
#34 CN1CCN(NC(=O)c2cc(-c3ccc(Cl)s3)nc3ccccc23)CC1
#35 Cc1ccc(NC(=O)CSc2nnc(C3COc4ccccc4O3)o2)c(Cl)c1 (stereo not drawn)
#36 COc1cccc(CN2CCN(C(=O)Nc3ccc([N+](=O)[O-])cc3)CC2)c1
#37 CCCn1c(N2CCN(C(=O)N3CCCCC3)CC2)nc2ccccc21
#38 CCN(CC(=O)NCc1cccs1)C(=O)c1cccc(S(=O)(=O)Nc2ccccc2Cl)c1
#39 CCC(C)NS(=O)(=O)c1ccc(NS(=O)(=O)c2ccccc2[N+](=O)[O-])cc1 (stereo not drawn)
#40 O=S(=O)(Cc1ccccc1Cl)NCc1ccccc1

assay / compound,33,34,35,36,37,38,39,40
Mdm2-MdmX inh,64*,16,-7,31,14,0,25,-34
UPR XBP1 act,-5,1,0,-6,-2,1,-2,-1
tim23-1 inh,5,15,0,32,5,6,5,8
tim10-1 inh,5,23,9,13,25,9,3,20
TIM10 inh,0,11,-11,7,-22,1,2,7
697 NFkB inh,-3,21,12,18,-8,1,9,-7
Jurkat NFkB inh,29,-7,10,21,-14,-13,10,-13
UPR CHOP act,0.8,1.1,1.7,2.6,0.4,-0.2,-2.1,-1.6

#41 Cc1nn(C)c(C)c1C(C)NC(=O)c1cc(COc2cncc(Cl)c2)on1 (stereo not drawn)
#42 CCOC(=O)c1ccc(NC(=O)CSc2nnc(CNC(=O)c3ccco3)o2)cc1
#43 Cc1cc(NC(=O)Cn2cc([N+](=O)[O-])cn2)n(Cc2ccc(F)cc2)n1
#44 COc1ccc(C(=O)Nc2ccc(/C(C)=N/NC(=O)c3ccncc3)cc2)cc1
#45 Cn1c(=O)n(C)c2cc(C(=O)c3ccccc3)ccc21
#46 Cc1cccc(C(=O)OCC(=O)NCC2CCCO2)c1O (stereo not drawn)
#47 Cc1ccc(C(=O)Cn2c(C(=O)O)cc3ccccc32)cc1
#48 Cc1c(Cl)cnc(NC(=O)COC(=O)C2CC2)c1Cl

assay / compound,41,42,43,44,45,46,47,48
Mdm2-MdmX inh,-11,16,-3,-8,19,14,18,-9
UPR XBP1 act,-3,-3,-3,0,1,-1,-4,2
tim23-1 inh,4,-8,12,-7,5,2,4,-5
tim10-1 inh,-2,-13,0,-1,8,1,-8,-1
TIM10 inh,-1,2,-11,-2,-9,-14,-6,-8
697 NFkB inh,12,-14,17,-14,24,5,16,-14
Jurkat NFkB inh,1,-2,2,-85,0,-9,-8,-2
UPR CHOP act,-1.5,0.8,1.8,6.7,-0.1,0.8,0.8,-0.2

#49 CN(C)CCCCOc1ccc(F)cc1
#50 CC(=O)C1=C(C)NC(SCC(=O)c2ccc(-c3ccccc3)cc2)=C(C#N)C1c1cccnc1 (stereo not drawn)
#51 Cc1cccc(OCCCC(=O)NNC(=O)c2cccc(N(C)C)c2)c1
#52 O=C(Nc1ccccc1N1CCCC1)C1CCN(C(=O)c2ccc(F)cc2)CC1
#53 O=[N+]([O-])c1cccnc1Oc1ccc(F)cc1
#54 Cc1cccc(N2CCN(CCNC(=O)c3cc4c(s3)CS(=O)(=O)C4)CC2)c1C
#55 Cc1oncc1C(=O)Nc1ccc2ccccc2c1
#56 O=C(N1CCCC1)N1CCN(S(=O)(=O)c2ccccc2)CC1

assay / compound,49,50,51,52,53,54,55,56
Mdm2-MdmX inh,-32,12,-1,33,20,14,-34,-1
UPR XBP1 act,1,9,-2,-2,-2,-3,-6,-2
tim23-1 inh,5,21,10,6,-2,-5,23,9
tim10-1 inh,-11,22,-3,-13,8,-9,25,4
TIM10 inh,-7,30,-4,5,0,-1,21,-4
697 NFkB inh,-13,-37,-36,-5,8,5,-27,2
Jurkat NFkB inh,-11,-14,-11,12,11,16,3,3
UPR CHOP act,-0.5,3.3,0.7,-1.1,0.3,0.4,2.8,1.2

#57 O=C(O)CC/C(=N\Nc1ccc([N+](=O)[O-])cc1)c1ccccc1
#58 CCCC(=O)OC(C(=O)Nc1cc(C(F)(F)F)ccc1Cl)c1ccccc1 (stereo not drawn)
#59 O=C(NN=C1CCCCC1)c1ccccc1-n1cccc1
#60 COc1cccc(Cn2c(=O)oc3ccccc32)c1
#61 O=C(NCc1ccccc1)NC12CC3CC(CC(C3)C1)C2

assay / compound,57,58,59,60,61
Mdm2-MdmX inh,21,-3,21,-1,28
UPR XBP1 act,-1,-1,-5,1,-4
tim23-1 inh,7,10,8,-7,19
tim10-1 inh,-11,3,7,10,8
TIM10 inh,37,-2,-3,-9,1
697 NFkB inh,7,18,6,-11,-7
Jurkat NFkB inh,15,15,3,10,-5
UPR CHOP act,1.0,1.6,1.8,3.5,-1.0
